# NADH enzymes = inhibitors of PK/LDH coupling enzymes, profiling panel, artefact control, biochemical, MLSMR library; AID 774, 2007; IC50, µM (titrated, usually from 10 µM), inactives show top-dose inhibition; coupled PK/LDH NADH assays, four targets; 0.02% of 65,000 active;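 active means single-dose screening hits from any of four coupled enzyme assays that gave an IC50 when retested across doses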;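 further: the DPM-DC format reads NADH fluorescence rather than 340 nm absorbance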
# M1 antagonist = antagonists of rat M1 muscarinic receptor. 3.4% of 64,000 active. B-score at 10 µM. Muscarinic acetylcholine receptor M1 (Rattus norvegicus), P08482. CHO-M1 cells, Fluo-4 calcium, ACh EC80 antagonist mode; stronger effect = lower value. AID 628, 2007;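 active means calcium fluorescence response, raw or row-and-column corrected B-score, differing from the plate sample mean either way at a set confidence level, mostly lower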
# Target sequence (P08482 whole entry, looked up): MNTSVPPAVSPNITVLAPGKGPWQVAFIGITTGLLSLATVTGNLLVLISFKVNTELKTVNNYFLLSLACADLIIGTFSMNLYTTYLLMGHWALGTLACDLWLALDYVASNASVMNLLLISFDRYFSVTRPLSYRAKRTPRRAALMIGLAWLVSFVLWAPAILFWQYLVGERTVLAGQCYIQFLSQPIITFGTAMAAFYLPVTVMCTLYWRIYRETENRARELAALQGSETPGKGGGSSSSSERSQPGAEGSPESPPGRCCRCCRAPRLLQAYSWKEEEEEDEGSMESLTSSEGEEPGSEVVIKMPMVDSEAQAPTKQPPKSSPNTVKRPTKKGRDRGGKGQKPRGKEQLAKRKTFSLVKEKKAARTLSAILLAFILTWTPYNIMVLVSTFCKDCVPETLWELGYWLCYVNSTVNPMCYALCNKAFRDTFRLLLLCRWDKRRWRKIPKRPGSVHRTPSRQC
# tolC growth inh = growth inhibitors of E. coli tolC mutant, primary screen, strain BW25113 ΔtolC::kan, 384-well; growth inhibition, % at 10 µM (by protocol); AID 573, 2007; 2.2% of 65,000 active; OD615;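 active means growth inhibition at or above a cutoff equal to the mean over every tested compound plus 3 SD, cut at about 60% in these data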;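 further: growth measured after 20 h incubation at 37 °C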
#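 signal = optical density read at 615 nm | test system = E. coli ΔtolC::kan strain BW25113 | timing = 20 h compound exposure of bacteria at 37 °C | buffer or medium = LB medium plus 50 µg/mL kanamycin | compound dosing = 10 µM final, single dose | evaluation = % inhibition of E. coli growth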
# SF1 activator = activators of human SF-1, primary screen, cell-based, CHO-K1, Gal4-SF-1 LBD, luciferase luminescence. Steroidogenic factor 1 (Homo sapiens), Q13285. CHO-K1 Gal4-SF-1 LBD luciferase reporter; % increase over DMSO SF-1-specific signal. activation, % at 10 µM. 1.9% of 65,000 active. AID 522, 2006;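 active means activation above the mean activation of all tested compounds plus 3 SD, cut at about 50% in these data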
# Target sequence (Q13285 whole entry, looked up, the tested form may be a part): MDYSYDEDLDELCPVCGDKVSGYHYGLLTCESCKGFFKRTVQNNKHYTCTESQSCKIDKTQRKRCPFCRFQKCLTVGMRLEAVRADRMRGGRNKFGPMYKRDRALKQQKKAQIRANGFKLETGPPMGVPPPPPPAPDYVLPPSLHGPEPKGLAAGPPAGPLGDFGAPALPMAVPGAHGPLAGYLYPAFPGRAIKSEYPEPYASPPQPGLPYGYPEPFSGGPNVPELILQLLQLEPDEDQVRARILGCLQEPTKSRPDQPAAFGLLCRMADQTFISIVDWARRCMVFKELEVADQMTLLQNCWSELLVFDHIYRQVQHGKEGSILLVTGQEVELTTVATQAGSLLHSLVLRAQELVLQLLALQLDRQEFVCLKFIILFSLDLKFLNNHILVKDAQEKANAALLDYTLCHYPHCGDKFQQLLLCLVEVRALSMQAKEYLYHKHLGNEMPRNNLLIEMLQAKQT
#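 material = CHO-K1 cells with Gal4–hSF-1 LBD chimera plus Gal4-driven luciferase | compound = 10 µM single point, 1% DMSO | incubation = 20 h compound exposure at 37 °C after 1 h cell settling | measured by = SteadyLite luciferase luminescence | evaluation = percent activation relative to DMSO median and mock-transfected background | control set = DMSO negative control and −SF1 background wells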
# HEK293 NFkB inh = inhibitors of PMA/ionomycin-induced NF-kB reporter, primary screen, antigen receptor NF-kB inhibitor project, cell-based, HEK-293 luciferase reporter, luminescence; HEK-293 NF-kB luciferase reporter; inhibition, % at 3 µM; 0.21% of 62,000 active; AID 465, 2006;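 active means inhibition above the mean of all tested compounds plus 3 SD, cut at about 40% in these data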;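 further: 0% = stimulated DMSO wells and 100% = 10 µM reference inhibitor 5653914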
#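 Timing: 1 h pretreatment, 16 h stimulation, 37 °C; system: HEK-293 cells with stable firefly luciferase reporter driven by four HIV NF-kB elements; doses: 3 µM once, 0.30% DMSO; measured by: luciferase luminescence; control set: DMSO and 10 µM reference inhibitor; repeats: single test; reagent: PMA plus ionomycin mix as NF-kB-activating stimulus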
# TNAP act mid DEA = human TNAP enzyme activators, primary screen, biochemical, luminescent, intermediate phosphate acceptor level; AID 813, 2007; 64,000 tested, under 10 active; activation factor at 20 µM; purified TNAP, CDP-star luminescence, 100 mM DEA, 30 min; stronger effect = higher value; scale: 0 levamisole-inhibited, 1 vehicle-only enzyme; Alkaline phosphatase, tissue-nonspecific isozyme (Homo sapiens), P05186;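 active means activation factor of at least 2 at 20 µM, relative to controls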
# M1 agonist = M1 muscarinic receptor agonists, primary screen, CHO-M1 cells, Fluo-4 calcium, agonist mode; Muscarinic acetylcholine receptor M1; Fluo-4 calcium fluorescence; stronger effect = higher value; B-score at 10 µM; 3% of 64,000 active; AID 626, 2007;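 active means fluorescence rise, raw or as B-score row- and column-corrected plate score, outside the 99.7% band of its plate's samples, either direction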
# D1 mod = D1 CRE-luciferase signal change, two-sided – cell-based, HEK293 D1, dopamine EC30, D1 allosteric modulator project, primary screen; dopamine EC30 potentiation; actives deviate in either direction; B-score at 10 µM; 5.9% of 58,000 active;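 active means luminescence count or its row- and column-corrected plate score outside the 99.7% band of the plate's sample wells, on either side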
# Jurkat viability = cytotoxicity toward Jurkat T cells, primary screen, cytotoxicity control, cell-based, Jurkat E6.1, 60K MLSMR library; 1.2% of 56,000 active; Jurkat E6.1 viability, ATP luminescence, 48 h; inhibition, % at 4 µM;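 active means inhibition above the mean inhibition of all tested compounds plus 3 SD, cut at about 28% in these data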
# Starred values were filed as active, the others as inactive; / = not tested or not shown. Hits appear at their usual frequency; overall some 15% were active at least once.
SMILES,NADH enzymes,M1 antagonist,tolC growth inh,SF1 activator,HEK293 NFkB inh,TNAP act mid DEA,M1 agonist,D1 mod,Jurkat viability
O=C(O)CNCC1COc2ccccc2O1 (configuration not stated),5%,-0.052,-7,16,10,0.9,1.2,0.8,2
COc1ccc(NC(=O)Cn2cnc3c(cnn3-c3ccc(C)c(C)c3)c2=O)c(OC)c1,7%,0.0018,0,-17,7,0.9,-0.22,/,-2
CCOC(=O)c1ccc(NC(=O)N2CCN(c3ccccn3)CC2)cc1,5%,0.0017,2,12,16,0.9,0.82,0.65,-1
CC(C)(C)C(=O)/C=C(\N)c1ccncc1,1%,-0.65,-17,2,14,1,-0.21,-0.38,0
COc1ccc(OCCOC(=O)c2cccc(-n3cnnn3)c2)cc1,3%,0.0034,0,45,-9,0.8,0.19,/,2
Cc1ccc(C(=O)C2=C(O)C(=O)N(CCN(C)C)C2c2ccccn2)o1 (configuration not stated),6%,0.16,-13,2,11,0.9,-0.19,-0.0031,-6
CCc1nnc(NC(=O)c2ccc(N3C(=O)CCC3=O)cc2)s1,7%,-3.1*,-16,42,5,1,-2.5*,-1.1,-5
CCCOc1ccccc1N1C(=O)CC(N2CCOCC2)C1=O (configuration not stated),4%,0.094,-9,-18,1,0.9,-0.12,-0.3,-2
CCOC(=O)CSc1nc2cc(OC)ccc2cc1C#N,6%,-0.009,20,104*,-39,0.8,-0.021,-0.25,1
CCOc1ccc(Nc2oc(Cc3ccccc3)nc2C#N)cc1,1%,0,32,40,-10,0.8,0.19,3.1*,-1
COc1ccc(N2CCN(C(=O)c3ccc(NS(=O)(=O)c4ccc(F)c(F)c4)cc3)CC2)cc1,3%,-0.24,32,3,13,0.9,2.3*,-0.03,/
COC(=O)c1ccc(Cc2ccc(C(=O)OC)o2)o1,6%,0.28,-4,-15,18,0.9,-0.098,0.0046,-5
Cc1ccccc1N1C(=O)CC(N2CCC(C(N)=O)CC2)C1=O (configuration not stated),10%,0.18,-12,17,1,1,0.6,-0.54,-6
COc1ccc(-c2nnc3n2N=C(C)CS3)cc1OC,9%,-0.039,-5,-8,9,0.9,0.026,-2,-7
N=c1n(CCN2CCOCC2)c2ccccc2n1CC(O)COc1ccccc1 (configuration not stated),5%,0.82,-24,6,21,0.9,1.2,-2.1,-1
C=C(C)COc1ccc(-c2nc(N)ncc2Oc2ccc(OC)cc2)c(O)c1,0%,0.045,-5,13,29,1,-1.5,/,1
C=CCn1c(-c2ccco2)n[nH]c1=S,0%,-0.97,-7,-2,8,0.9,0.085,-0.12,-4
Cc1cccc2cc(CN(Cc3ccccc3)C(=O)N(C)C)c(=O)[nH]c12,8%,-0.84,-8,4,13,1,-0.79,0.39,-3
Cc1ccc(S(=O)(=O)NC2=NCN(C3CCCCC3)CN2)cc1,5%,-0.52,-21,-5,12,0.9,-0.015,0.26,-6
CCOC(=O)C1C(=O)CC(C)(O)C(C(=O)OCC)C1c1ccc(Br)cc1 (configuration not stated),4%,0.27,0,7,10,1,0.039,0.061,-10
O=C(CN(Cc1ccccc1)C(=O)CCC(=O)Nc1nccs1)NCc1ccco1,5%,-0.4,-17,17,17,0.9,-0.39,-0.12,6
O=C(C1CCN(S(=O)(=O)N2CCC3(CC2)OCCO3)CC1)N1CCN(Cc2ccccc2)CC1,6%,-0.23,-6,-2,19,0.4,0.19,1.1,1
Oc1c(C(c2cccs2)N2CCC3(CC2)OCCO3)sc2ncnn12 (configuration not stated),4%,-0.22,-4,18,7,0.9,0.83,-0.36,-2
COC(=O)c1cc(Oc2ccc(C(=O)OC)cc2N)cc(C(=O)OC)c1,2%,-1.9,24,10,-3,0.9,-0.1,-0.023,-3

# Overlap with the part before: 4 compounds; new compounds follow.
SMILES,NADH enzymes,M1 antagonist,tolC growth inh,SF1 activator,HEK293 NFkB inh,TNAP act mid DEA,M1 agonist,D1 mod,Jurkat viability
O=C(CN(Cc1ccccc1)C(=O)CCC(=O)Nc1nccs1)NCc1ccco1,5%,-0.4,-17,17,17,0.9,-0.39,-0.12,6
O=C(C1CCN(S(=O)(=O)N2CCC3(CC2)OCCO3)CC1)N1CCN(Cc2ccccc2)CC1,6%,-0.23,-6,-2,19,0.4,0.19,1.1,1
Oc1c(C(c2cccs2)N2CCC3(CC2)OCCO3)sc2ncnn12 (configuration not stated),4%,-0.22,-4,18,7,0.9,0.83,-0.36,-2
COC(=O)c1cc(Oc2ccc(C(=O)OC)cc2N)cc(C(=O)OC)c1,2%,-1.9,24,10,-3,0.9,-0.1,-0.023,-3
CC(C)OC(=O)CSc1nnc(-c2ccc(C(C)(C)C)cc2)n1N,2%,-0.088,-13,27,10,0.7,0.042,-0.16,12
Cc1ccc(-c2csc3nc(=O)c(C)nn23)cc1,3%,0.0045,-12,8,9,0.9,0.014,-0.64,-6
Cc1ccc(NC(=O)CN(c2cc(C)cc(C)c2)S(=O)(=O)c2c(C)noc2C)nc1,7%,-0.045,47,-8,21,0.9,-0.84,/,8
COc1ccc(-n2c(N)c(Br)c(=O)[nH]c2=O)cc1,7%,0.9,-16,-10,14,0.9,0.42,/,0
CCN(CC)S(=O)(=O)c1ccc2nc(CSc3nnnn3-c3ccc(O)cc3)[nH]c2c1,4%,0.1,19,3,2,1,0.64,/,7
O=C(CN1CCOc2ccccc21)NC1CC1,4%,0.11,-11,20,-2,0.9,-0.014,0.017,-6
O=C(O)c1ccc(NC(=O)C2(c3ccccc3)CCOCC2)cc1,4%,-0.14,-16,10,-12,0.9,0.027,-0.26,0
CC1CN(Cc2nc3c(c(=O)n(C)c(=O)n3C)n2CCCO)CC(C)O1 (configuration not stated),7%,0.08,/,-26,2,0.9,0.65,0.05,-3
O=C1N(O)C2(C=CCCC2)/C(=N\O)C12CCCCC2 (configuration not stated),5%,-0.0099,6,-19,2,1,-0.75,0.42,4
CCN(CC)C(=O)CSc1nc(O)cc(=O)n1-c1ccccc1OC,2%,0.2,0,-7,21,0.9,0.22,/,-8
CCOc1ccccc1NC(=O)CN(Cc1ccccc1)S(C)(=O)=O,0%,0.76,14,-7,21,1,0.94,-0.46,0
Cc1cccc(C)c1NC(=O)CSc1nnc(CCCCCNC(=O)OC(C)(C)C)o1,4%,0.75,8,-6,8,1,-0.37,-1.2,6
CCNC(=O)c1c(C)[nH]c(C(=O)OCC)c1C,5%,0.81,-13,16,1,1,0.26,0.033,-2
CCCCSc1nc2c(c(=O)[nH]1)CCC2,7%,0.69,0,-16,14,0.9,0.34,/,8
CC1(C)CCCC2=C1CC1C(=O)N(Cc3cccnc3)C(=O)C1C2 (configuration not stated),5%,/,-5,-1,10,0.9,/,0.28,0
CN(Cc1nc2ccccc2c(=O)[nH]1)CC(O)COCc1ccco1 (configuration not stated),2%,-0.86,-18,17,0,1.2,-0.076,/,0
CCOc1ccc(CCNC(=O)c2oc3c(c2C)-c2[nH]ncc2CC3)cc1OCC,3%,-0.016,24,16,5,1,3.2*,11*,-6
CCC(=O)NCCN1CCN(C(=O)CC)CC1,7%,0,-26,12,14,0.9,-0.28,0.57,1
O=C(OCCN1CCOCC1)c1ccc(OCCN2CCOCC2)cc1,1%,-0.2,2,1,/,0.9,-0.063,/,/
CC(C)CN(C(=O)COC(=O)Cn1cnc2ccccc2c1=O)C1CCS(=O)(=O)C1 (configuration not stated),3%,0.083,-15,4,20,1,-1.5,-0.05,-4
COc1ccc(OC)c(NC(=O)CSC2=NCCS2)c1,6%,-0.63,-4,-13,4,0.9,0,0.38,3
COc1ccc(-c2csc(N3CCOCC3)n2)cc1OC,8%,0.047,-2,10,-8,0.9,0.58,13*,0
O=C(/C=N/O)Nc1ccc(F)cc1,7%,0.3,1,1,2,1,-0.045,/,6
O=C(Cn1cnc2c(nnn2-c2ccc(F)cc2)c1=O)N1CCCC1,6%,0.14,-1,3,17,0.9,-0.081,1.3,-4

# 3 compounds out of the list above, arranged by the value under HEK293 NFkB inh, high to low.
SMILES | HEK293 NFkB inh
O=C(Cn1cnc2c(nnn2-c2ccc(F)cc2)c1=O)N1CCCC1 | 17
CCC(=O)NCCN1CCN(C(=O)CC)CC1 | 14
COc1ccc(-c2csc(N3CCOCC3)n2)cc1OC | -8

# The listing continues:
SMILES,NADH enzymes,M1 antagonist,tolC growth inh,SF1 activator,HEK293 NFkB inh,TNAP act mid DEA,M1 agonist,D1 mod,Jurkat viability
O=S(=O)(Nc1ccc(S(=O)(=O)N2CCCCC2)cc1)c1cccs1,2%,-0.063,27,10,-1,0.9,-0.0048,-0.83,-5
CC(Nc1ncnc2nc[nH]c12)c1ccccc1 (configuration not stated),6%,0.32,5,-20,11,1.1,2.8*,-0.81,5
CC(=O)Nc1ccc(S(=O)(=O)N2CCC(NC(=O)c3ccco3)CC2)cc1,4%,0.016,-4,-6,3,0.9,0.3,0.096,1
COc1ccc(C(=O)OCCN2C(=O)c3ccccc3C2=O)cc1OC,0%,0.99,-5,/,/,0.9,0.44,5.7*,/
CCOC(=O)N1CCC(Nc2c(N3CCN(c4cc(Cl)ccc4C)CC3)c(=O)c2=O)CC1,7%,-0.6,7,6,25,1.1,-0.99,-1.4,16
Cn1c(SCC(=O)O)nc2ccccc2c1=O,4%,-0.021,-5,6,4,1,0.21,-0.024,-4
CC1CCN(C(=O)C2CCC(CNS(=O)(=O)c3cccc4cccnc34)CC2)CC1 (configuration not stated),2%,0.3,21,-8,20,0.9,-1.4,1.2,14

# Part of the list above with just TNAP act mid DEA and tolC growth inh.
structure	TNAP act mid DEA	tolC growth inh
CC1CCN(C(=O)C2CCC(CNS(=O)(=O)c3cccc4cccnc34)CC2)CC1 (configuration not stated)	0.9	21
COc1ccc(C(=O)OCCN2C(=O)c3ccccc3C2=O)cc1OC	0.9	-5
CCOC(=O)N1CCC(Nc2c(N3CCN(c4cc(Cl)ccc4C)CC3)c(=O)c2=O)CC1	1.1	7

# Screens from PubChem BioAssay.
